Source: PubChem BioAssay
OPRM1-OPRD1 inv: inverse agonists of human mu-delta opioid receptor heterodimerization | inhibition, % at 9.3 µM | AID 504357 | cell-based MOR-DOR heterodimer luminescence, inverse agonism | 340,000 tested, 0.21% active | P35372+P41143; in the data active = inhibition above about 22%, passing the limit was not always enough;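 also: 0% = cells with DMSO and 100% = wells without cells with DMSO; values of inactives mirror those of a sister screen read the other way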
AddAB inh: less growth of phage-infected E. coli with AddAB; E. coli expressing H. pylori AddAB, absorbance growth; inhibition, % at 11.9 µM; 330,000 tested, 0.29% active; AID 435030; in the data active = inhibition above about 12%;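 also: 0% = vehicle wells of infected cells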
PKA-R1A activ: activators of PKA-R1A complex. P00514+P68181. 340,000 tested, 0.083% active. PKA-R1A dissociation, Cy5-IP20 fluorescence polarization; scaled: DMSO 0%, 113 µM cGMP 100%. activation, % at 11.4 µM;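 active = percent activation above the mean of all tested compounds plus 3 SD, cut at about 19% in these data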;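 also: higher means more PKAc released from R1A so a rise in polarization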
MOR-DOR ag: agonists of human mu-delta opioid receptor heterodimerization; 340,000 tested, 0.3% active; cells, OPRM1-OPRD1 heterodimerization, luminescence; activation, % at 9.3 µM; AID 504326; in the data active = activation above about 18%;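 also: 0% = vehicle-treated cells and 100% = reference agonist; values of inactives mirror those of a sister screen read the other way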
Ecoli viability: bacterial growth inhibition, counter-screen for AddAB inhibitors | E. coli V3065 growth, OD600 absorbance, 18 h | inhibition, % at 11.9 µM | 330,000 tested, 0.27% active;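 active = inhibition above the campaign's mean inhibition across all tested compounds plus 3 SD, cut at about 9.9% in these data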;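 also: uninfected addAB+ strain grown without phage in ampicillin broth; 0% = DMSO wells and 100% = ciprofloxacin 0.95 µg/ml wells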
SUMO Mot1 rescue: SUMOylation pathway inhibition by Mot1-301 growth rescue. S. cerevisiae Mot1-301 growth rescue, ATP luminescence, 38.5C; percent above DMSO median, 100 means doubled. growth rescue, % at 18.8 µM. 320,000 tested, 1% active. AID 2716;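 active = every valid replicate shows activation above 250% relative to neutral control wells; inactive = the rest, any valid replicate at or below 250%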;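 also: OY570 slx delta 5 strain wells were the positive control but not used for scaling; some compounds called inactive have numbers as strong as hits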
phage Ecoli inh: E. coli growth loss with phage present. growth absorbance. 360,000 tested, 0.26% active. AID 651602. inhibition, % at 11.9 µM; in the data active = inhibition above about 11%
PKA-R2B activ: activates the human PKA-R2B holoenzyme complex. P22694+P31323. PKA-R2B holoenzyme dissociation, Cy5-IP20 fluorescence polarization; R2B truncated from residue 108, S112A mutant; 0% DMSO only, 100% 113 µM cGMP. activation, % at 11.4 µM. 340,000 tested, 0.079% active. AID 504700;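 active = activation above a cutoff set at the mean over all compounds plus 3 SD, cut at about 18% in these data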;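 also: higher means more holoenzyme dissociation and a rise in polarization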
Target sequence (P31323 whole entry, looked up, other chains not shown, the tested form may be a part): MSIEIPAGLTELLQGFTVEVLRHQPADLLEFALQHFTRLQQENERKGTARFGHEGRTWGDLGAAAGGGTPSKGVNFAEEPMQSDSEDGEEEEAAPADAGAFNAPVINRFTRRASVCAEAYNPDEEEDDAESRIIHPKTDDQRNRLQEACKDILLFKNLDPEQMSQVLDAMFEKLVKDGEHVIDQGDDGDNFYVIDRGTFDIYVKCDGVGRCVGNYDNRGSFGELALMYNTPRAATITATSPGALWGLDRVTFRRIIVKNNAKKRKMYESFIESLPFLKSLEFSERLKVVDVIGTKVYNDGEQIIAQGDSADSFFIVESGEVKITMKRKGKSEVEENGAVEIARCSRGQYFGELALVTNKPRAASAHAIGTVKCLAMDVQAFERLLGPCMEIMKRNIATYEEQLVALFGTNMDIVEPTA
Tat transport: inhibitors of E. coli Tat protein transport. E. coli MC4100 TorA-mCherry Tat export, fluorescence. inhibition, % at 10 µM. 340,000 tested, 0.036% active. AID 488895;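 active = mean replicate inhibition at least 50% and at least half of replicates individually reaching 50%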;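 also: exported cargo escapes ClpAP degradation while cytoplasmic cargo is degraded and loses fluorescence; 0% = median of neutral control wells and 100% = median of NaSCN control wells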
PfHsp90 set2: inhibits growth of yeast expressing Plasmodium falciparum Hsp90. 310,000 tested, 0.32% active. inhibition, % at 9.4 µM. S. cerevisiae expressing PfHsp90, BacTiter-Glo ATP, 48 h; yeast lacking PDR1 and PDR3 efflux regulators. AID 504621;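 active = every replicate shows inhibition above about 80%, whatever the replicate mean, limit read from the data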;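 also: 0% = DMSO neutral controls and 100% = 20 µM radicicol positive controls; yeast relying on Plasmodium falciparum Hsp90 in place of its own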
HTR5A inv ctr: inverse agonist of human HTR5A in OPRM1-OPRD1 counter-screen. P47898. HTR5A cell line, luminescence, inverse agonism. inhibition, % at 9.3 µM. 340,000 tested, 0.083% active; in the data active = inhibition mostly above about 23%, no sharp cut-off; inactive = mostly below about 18%;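 also: 0% = cells with DMSO and 100% = no-cell wells with DMSO; some compounds called inactive have numbers as strong as hits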
Target sequence (P47898 whole entry, looked up): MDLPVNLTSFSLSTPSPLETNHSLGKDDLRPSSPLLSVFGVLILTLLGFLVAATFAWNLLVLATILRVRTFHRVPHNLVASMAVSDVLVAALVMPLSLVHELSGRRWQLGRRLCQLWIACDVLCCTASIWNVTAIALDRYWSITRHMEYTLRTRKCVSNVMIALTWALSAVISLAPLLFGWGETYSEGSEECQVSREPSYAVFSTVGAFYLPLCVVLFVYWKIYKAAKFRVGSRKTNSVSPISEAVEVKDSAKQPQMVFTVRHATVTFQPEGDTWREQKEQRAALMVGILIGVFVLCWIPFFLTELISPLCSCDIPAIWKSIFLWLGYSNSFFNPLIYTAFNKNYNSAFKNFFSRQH
The depositor's hits bear a star; / = no result given.

SMILES | OPRM1-OPRD1 inv | AddAB inh | PKA-R1A activ | MOR-DOR ag | Ecoli viability | SUMO Mot1 rescue | phage Ecoli inh | PKA-R2B activ | Tat transport | PfHsp90 set2 | HTR5A inv ctr
COc1cc(C)c(S(=O)(=O)NCc2cccs2)cc1C | 1 | 2.0 | -1 | -0.3 | -1.9 | -19 | 1.4 | 2 | 5 | 26 | 3
S=C(c1ccc(-c2cccc(Cl)c2)o1)N1CCOCC1 | -31 | -2.2 | 6 | 5.7 | 0.7 | 15 | 0.7 | 4 | 2 | -40 | -15
CCCCn1c(SCC(=O)c2ccc(O)cc2O)nc2cc(S(N)(=O)=O)ccc21 | -12 | 3.3 | 4 | 1.5 | 1.8 | -26 | 1.9 | -6 | -4 | -12 | -19
O=C(CN(C(=O)CNC(=O)c1ccco1)c1ccc(F)cc1)NC1CCCC1 | 11 | 2.0 | 2 | -1.7 | -2.3 | 5 | 3.0 | -3 | -8 | -30 | 12
CN(CCOc1ccccc1)C(=O)C1CCN(C(=O)c2ccc(Cl)cc2)CC1 | -5 | 0.2 | 6 | 0.9 | -0.8 | 6 | 2.0 | 7 | 3 | 9 | -8
O=C(Nc1ccc(N=Nc2ccccc2)cc1)c1cccc(Cl)c1 | -6 | 2.3 | 4 | 1.1 | 2.7 | 1 | 1.4 | -8 | 6 | / | -11
CCOc1ccc(C(=O)c2ccc(OCC)c(N)c2)cc1N | 12 | -0.5 | -10 | -2.4 | -1.7 | -17 | 2.2 | -4 | -14 | -2 | 7
CC(=O)Cn1cnc2c(cnn2-c2ccccc2)c1=O | 7 | -2.1 | -3 | -1.5 | -1.4 | -6 | 4.1 | 6 | -3 | 4 | -4
COc1ccccc1N1CCN(S(=O)(=O)Cc2ccccc2Cl)CC1 | -16 | 3.0 | -3 | 2.6 | 1.9 | 6 | 1.1 | 2 | 1 | -7 | 16
O=C(c1ccc([N+](=O)[O-])cc1)c1cc2ccc(O)cc2oc1=O | -14 | 0.2 | -3 | 3.0 | -2.6 | 0 | 2.5 | -4 | 6 | 2 | 13
O=C(COC(=O)c1cc(Br)ccc1O)Nc1ccc2c(c1)OCO2 | -3 | -0.4 | 0 | 0.9 | -0.9 | -3 | 2.5 | -7 | 5 | / | -4
CCCC(NS(=O)(=O)c1ccc(OC)cc1)C(=O)O (stereo not drawn) | 11 | 1.5 | -8 | -2.4 | -0.9 | 12 | -0.2 | 6 | 1 | -14 | -13
CC(=O)Nc1ccc(NC(=O)CCc2nc3ccccc3c(=O)[nH]2)cc1 | 12 | 0.8 | 7 | -2.4 | 1.1 | -7 | 4.3 | -8 | 4 | -21 | 17
c1ccc2oc(-c3nn4c(Cn5cnc6ccccc65)nnc4s3)cc2c1 | 9 | -0.3 | -5 | -1.7 | -1.6 | 232 | 1.7 | -2 | 6 | 19 | 8
Cc1cc(C)nc(SCC(=O)NC(=O)c2ccccc2O)n1 | 15 | 1.2 | 3 | -2.8 | -0.3 | 8 | 3.0 | -5 | 5 | 16 | -4
CCN1CCc2c(C#N)c(N3CCCCC3)nc(NCc3ccccc3)c2C1 | -34 | -1.2 | -7 | 5.5 | -0.2 | 214 | 2.9 | 5 | 9 | 18 | -29
O=C1c2ccsc2SCCN1Cc1c(F)cccc1Cl | 11 | 1.4 | 5 | -2.4 | -2.7 | 31 | 1.6 | -19 | 3 | 2 | -3
CCCCn1nc(C(=O)Nc2cc(S(=O)(=O)N(C)C)ccc2C)c2ccccc2c1=O | 4 | -1.4 | -7 | -0.8 | 0.3 | 0 | 3.2 | 3 | 20 | 27 | 11
O=C1CSC(c2cccc(F)c2)N1c1ccc(O)cc1 (stereo not drawn) | 11 | 0.3 | 6 | -1.9 | -2.4 | 0 | 2.6 | 3 | -4 | -15 | -18
Nc1c(N(Cc2ccco2)C(=O)COc2ccc(Cl)cc2)c(=O)[nH]c(=O)n1Cc1ccccc1 | 1 | / | 3 | -0.3 | / | / | 2.1 | 0 | -4 | -5 | -8
Cc1c(C(=O)N2CCOCC2)oc2ccc(S(=O)(=O)N3CCCC3)cc12 | 3 | 2.9 | 3 | -0.5 | -0.3 | 1 | 0.8 | -2 | -5 | -39 | -21
CCOc1ccc(NS(=O)(=O)c2ccc(OCC)c3ncccc23)cc1 | -10 | -1.3 | -6 | 1.9 | -2.7 | -28 | 0.7 | 1 | -5 | 6 | -31
CCN(CC)CCCN1C(=O)C(O)=C(C(=O)c2ccco2)C1c1ccc(C)o1 (stereo not drawn) | -9 | -1.4 | -8 | 1.7 | -1.8 | 5 | 2.2 | 3 | -5 | 19 | -19
O=c1oc2ccccc2n1CCCOc1ccccc1 | 3 | 2.2 | -10 | -0.5 | 2.0 | 14 | 2.4 | 2 | -5 | -2 | -21
O=C1CCCC(O)=C1C=NCc1ccccc1 | -4 | -0.1 | 3 | 0.9 | -0.5 | -8 | 0.9 | -8 | -1 | -34 | -1
SMILES | OPRM1-OPRD1 inv | AddAB inh | PKA-R1A activ | MOR-DOR ag | Ecoli viability | SUMO Mot1 rescue | phage Ecoli inh | PKA-R2B activ | Tat transport | PfHsp90 set2 | HTR5A inv ctr
O=C(NNc1ccc([N+](=O)[O-])cc1)C12CC3CC(CC(C3)C1)C2 | -4 | 2.3 | 0 | 0.8 | -0.2 | 31 | 0.9 | -7 | -3 | 5 | -29
CNC(=O)C1=C(C)Nc2nc3ccccc3n2C1c1cccc(OC)c1 (stereo not drawn) | -1 | 0.6 | -8 | 0.1 | -0.8 | 8 | 1.8 | -10 | 0 | -4 | -9
CCCCSc1ccc2nc(-c3ccc(C#N)cc3)cn2c1 | -61 | 0.5 | -5 | 11 | 1.9 | 0 | 3.0 | -10 | 3 | -10 | 1
COc1ccc(S(N)(=O)=O)cc1C(=O)NCC(C)(C)N1CCOCC1 | -20 | 2.0 | -3 | 2.4 | 1.0 | 0 | 3.0 | 0 | -2 | -2 | -15
O=C(O)c1ccc(S(=O)(=O)N2CCOCC2)o1 | -1 | 4.4 | 6 | 0.1 | 0.6 | -1 | 2.3 | 4 | 1 | -21 | 16
CCc1ccccc1NC(=O)CN(C)C(=O)CSc1nnc(Nc2ccc(C)cc2)s1 | 13 | -0.6 | -7 | -2.1 | -1.0 | 0 | 4.5 | -11 | 5 | -19 | 2
O=C(COC(=O)c1cccnc1Cl)Nc1ccc(S(=O)(=O)N2CCOCC2)cc1 | 15 | 0.4 | -8 | -2.9 | 2.9 | -6 | 0.2 | 4 | 5 | -21 | -4
O=C(c1ccccc1)c1coc2c1C(=O)c1ccccc1C2=O | -28 | -1.7 | 0 | 5.5 | -3.6 | -4 | -2.2 | 1 | -4 | -13 | -8
NS(=O)(=O)c1cnccc1Oc1cccc(Cl)c1 | 8 | 2.3 | 2 | -1.6 | 0.5 | 107 | 1.9 | -4 | 2 | 5 | -23
O=C(NCCN1CCOCC1)c1ccc(Cl)cc1[N+](=O)[O-] | -5 | 2.3 | -13 | 0.8 | -2.1 | 1 | 3.2 | -8 | 22 | -6 | -16
CCC1CCCCN1CCNS(=O)(=O)c1ccc2c(c1)CCN2C(C)=O (stereo not drawn) | 0 | 1.4 | 5 | 0.0 | 0.3 | 10 | 2.2 | -6 | -12 | 4 | 13
CN(CC(=O)Nc1ccccc1Br)C(=O)CCSc1ccc(F)cc1 | 10 | 0.7 | 2 | -1.9 | -1.1 | -12 | 1.9 | -3 | -3 | / | -16
Cc1ccc(SCc2cc(=O)n(C)[nH]2)cc1 | -2 | 1.7 | 1 | 0.2 | 0.9 | 65 | 3.6 | -10 | 19 | -14 | 14
COC(=O)c1ccccc1OCCOCCOc1cccc2ccc(C)nc12 | -3 | 4.8 | 4 | 0.6 | 1.2 | -3 | 0.9 | 6 | -1 | 4 | -5
Cc1nnc(N2C(=O)c3ccc(Br)cc3C2=O)s1 | 0 | 2.1 | -10 | 0.1 | 0.6 | 6 | 1.6 | -22 | -6 | 10 | -6
COc1cc(C(=O)NNC(=S)NCc2ccco2)cc(OC)c1OC | 3 | -1.2 | 0 | -0.6 | 0.4 | -20 | 1.7 | -5 | -2 | -20 | -2
COCCCn1c(=O)c2ccccc2n(CC(=O)Nc2ccc3c(c2)OCCO3)c1=O | -5 | 3.9 | -9 | 0.7 | 0.1 | 18 | 2.3 | -5 | -2 | 12 | -5
O=C1C2CC=C(Cl)CC2C(=O)N1CCCCCCN1C(=O)C2CC=C(Cl)CC2C1=O (stereo not drawn) | -8 | 2.8 | 5 | 1.3 | -0.6 | 284 | 1.5 | -4 | 3 | -17 | -29
CCCCOC(=O)c1ccc(NC(=O)c2c(Cl)ccc(Cl)c2OC)cc1 | -20 | 1.1 | -2 | 3.9 | 0.7 | 4 | 3.2 | -7 | -4 | -15 | -10
COCCn1c(C)cc(C(=O)COC(=O)c2ccc(-n3nc(C)cc3C)cc2)c1C | -2 | -1.4 | -7 | 0.4 | -1.6 | -16 | 1.4 | -5 | -7 | 59 | -14
O=C(COc1ccccc1)Nc1ccc2c(c1)nc1n2CCSC1 | -11 | -0.4 | -5 | 2.0 | -1.5 | -7 | 3.8 | 5 | -7 | -9 | -15
Cc1ccccc1-n1nnnc1SCC(=O)Nc1ccc(S(=O)(=O)N2CCCC2)cc1 | 7 | 0.6 | -8 | -1.1 | -1.8 | -12 | 1.2 | -9 | 6 | 7 | 9
O=C(Nc1ccc(Br)cc1)/C(=C/c1cccc([N+](=O)[O-])c1)NC(=O)C1CCCCC1 | 4 | 4.5 | 3 | -0.7 | -0.8 | 15 | 0.3 | 4 | -7 | -7 | 4
Cc1ccc(NC(=O)CSCC(=O)NNC(=O)c2nn(C)c(=O)c3ccccc23)cc1 | 11 | 1.3 | 5 | -2.6 | 0.0 | 5 | 0.1 | 5 | 0 | / | -7
CCc1ccc2[nH]c(=O)c(C(c3nnnn3CCOC)N3CCN(c4ccc(F)cc4)CC3)cc2c1 (stereo not drawn) | 1 | 2.9 | 0 | -0.3 | 0.3 | -9 | -0.7 | 12 | -3 | -8 | -14
O=C(O)CSC1CC(=O)N(c2ccc(Br)cc2)C1=O (stereo not drawn) | 4 | -1.6 | -15 | -0.8 | 2.7 | 6 | -1.2 | -2 | 1 | -4 | -9
CCCn1nc2cc(C(=O)NCc3ccc4c(c3)OCO4)ccc2c1OCC | 8 | 3.9 | 0 | -1.4 | 2.5 | -7 | 4.0 | -3 | -6 | 0 | -6
Cn1cccc1C(=O)NC(=O)COC(=O)c1ccccc1Sc1ccccc1C#N | 11 | -0.3 | -12 | -2.0 | -1.7 | -6 | 0.8 | 1 | 9 | -4 | 12
Cc1ccc(NC(=O)c2ccccc2NS(=O)(=O)c2ccc(F)cc2)cc1S(=O)(=O)N1CCCCC1 | -7 | 3.0 | -9 | 1.3 | 0.2 | -3 | 4.5 | -2 | 4 | 7 | -26
Cc1ccccc1C(=O)Nc1cccc(NC(=O)c2cccnc2)c1 | 4 | 3.0 | -4 | -0.6 | -0.1 | 0 | 2.9 | -1 | 2 | 5 | -21
